Source: PubChem BioAssay
GSK3B inh = human GSK3beta kinase inhibitors, primary screen, biochemical, cell-free homogeneous, HTS. Glycogen synthase kinase-3 beta (Homo sapiens), P49841. GST-GSK3beta kinase, ADP-Glo luminescence, 60 min; stronger effect = lower value. activity score (negative = inhibition), % at 10 µM. 300,000 tested, 0.038% active;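 active means more than half of replicate wells score below -50%, meaning over 50% inhibition versus plate controls; inconclusive means some replicates but at most half score below -50%; inactive means no replicate scores below -50%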;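 further: 0% = median DMSO wells and -100% = median GW8510 positive control wells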
Target sequence (P49841 whole entry, looked up): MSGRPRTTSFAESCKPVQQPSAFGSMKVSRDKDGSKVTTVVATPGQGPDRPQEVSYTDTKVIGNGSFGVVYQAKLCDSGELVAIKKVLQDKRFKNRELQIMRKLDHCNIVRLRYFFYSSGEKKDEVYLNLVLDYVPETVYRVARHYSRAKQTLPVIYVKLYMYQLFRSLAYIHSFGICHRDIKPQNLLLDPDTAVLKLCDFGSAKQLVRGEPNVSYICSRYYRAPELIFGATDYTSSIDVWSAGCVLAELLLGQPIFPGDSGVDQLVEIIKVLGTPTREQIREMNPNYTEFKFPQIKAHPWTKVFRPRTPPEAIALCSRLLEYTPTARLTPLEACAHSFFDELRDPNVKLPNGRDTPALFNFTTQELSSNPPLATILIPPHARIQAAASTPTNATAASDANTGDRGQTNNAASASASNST
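Test system: GST-fused GSK3beta enzyme, cell-free | Quantity: 1.6 ng GST-GSK3beta enzyme per well | Reagent: 25 µM ATP with peptide substrate | Schedule: 60 min enzyme reaction, room temperature | Signal: Luminescent ADP-Glo measurement of ADP formed | Read-out basis: Score relative to plate controls | Control set: DMSO and 20 µM GW8510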
KLF5 inhibitor = KLF5 expression inhibitors, primary screen, DLD-1 cells, luminescence. DLD-1 KLF5 promoter-luciferase reporter. 290,000 tested, 0.23% active. AID 1700, 2009. inhibition, % at 5 µM;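 active means inhibition above a per-plate limit of that plate's mean compound inhibition plus 3 SD, cut at about 60% in these data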;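 further: 0% = DMSO wells and 100% = LY294002 at 200 µM; higher means less KLF5 promoter-driven luciferase light; inactives centre near -14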
aSyn UTR inh = MLPCN primary screen, SNCA 5' untranslated region; alpha-synuclein 5'UTR reporter, inhibitor activity; inhibition, % (tested at 7.5 µM); 300,000 tested, 0.82% active; AID 1813, 2009; in the data active means inhibition above about 60%; inconclusive means no clear call, values can overlap the other calls;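 further: H4 neuroglioblastoma cells stably carrying SNCA 5'UTR luciferase fusion; 0% = DMSO wells and 100% = positive control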
IEC-6 cytotox = cytotoxicity in IEC-6 intestinal epithelial cells, primary screen, cytotoxicity control for KLF5 inhibitor project, cell-based, luminescence. IEC-6 cytotoxicity, luminescence viability. AID 1825, 2009. 290,000 tested, 0.78% active. inhibition, % at 5 µM; in the data active means inhibition above about 22%;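 further: 0% = plate median of test compound wells and 100% = cytotoxic reference compound wells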
HSP90 inh = HSP90 inhibitors, primary screen, cell lysate, luminescence; Heat shock protein HSP 90 (rabbit reticulocyte lysate; luciferase refolding); Rabbit reticulocyte lysate, luciferase refolding luminescence, 3 h; 290,000 tested, 0.91% active; inhibition, % at 5.6 µM;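 active means inhibition above the screen-wide mean plus 3 SD, computed separately per campaign, cut at about 16% in these data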;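 further: 0% = DMSO wells and 100% = 60 µM geldanamycin wells; inhibitors lower the luminescence because luciferase stays unfolded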
PolyA inh = polyadenylation inhibitors in yeast reporter cells, primary screen, luminescence, S. cerevisiae | calls only at 12 µM | AID 1875, 2009 | S. cerevisiae SKY197-pL101 polyadenylation reporter, beta-gal luminescence; efflux-impaired pdr1/pdr3 knockout yeast; score 100 = 6 SD above DMSO | 300,000 tested, 0.02% active;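 active means lowest replicate activity score at least 50, where 100 means six control SD above control mean; inconclusive means lowest score under 50 but half or more replicates reach 50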;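 further: yeast exposed to compound for 9 h at 30 °C; higher score means more reporter readthrough which indicates perturbed polyadenylation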
AI-2 QS modul = Vibrio harveyi AI-2 quorum sensing modulators, primary screen, JMH597 strain, luminescence/OD600 ratio | Vibrio harveyi JMH597 AI-2 luminescence/OD600 ratio, 9 h; stronger effect = lower value; strain lacks LuxN and CqsS sensors; 0 = neutral-control median | activity change, % at 7.5 µM | 300,000 tested, 0.4% active; in the data active means activity change below about -75%, passing the limit was not always enough; inconclusive means no clear call, values can overlap the other calls;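 further: luminescence divided by OD600 gain over 9 h not by final OD600 alone; inactives centre near 13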
GSK3A inh = blockers of GSK3A enzyme activity – biochemical, luminescence, cell-free homogeneous, HTS, primary screen | 320,000 tested, 0.1% active | inhibition, % at 10 µM | GSK-3 alpha kinase, ADP-Glo luminescence, 60 min;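 in the data active means inhibition above about 50%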;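 further: GST-tagged GSK-3 alpha with peptide substrate and 25 µM ATP; 0% = DMSO neutral wells and 100% = GW8510 positive control wells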
Target sequence (P49840 whole entry, looked up): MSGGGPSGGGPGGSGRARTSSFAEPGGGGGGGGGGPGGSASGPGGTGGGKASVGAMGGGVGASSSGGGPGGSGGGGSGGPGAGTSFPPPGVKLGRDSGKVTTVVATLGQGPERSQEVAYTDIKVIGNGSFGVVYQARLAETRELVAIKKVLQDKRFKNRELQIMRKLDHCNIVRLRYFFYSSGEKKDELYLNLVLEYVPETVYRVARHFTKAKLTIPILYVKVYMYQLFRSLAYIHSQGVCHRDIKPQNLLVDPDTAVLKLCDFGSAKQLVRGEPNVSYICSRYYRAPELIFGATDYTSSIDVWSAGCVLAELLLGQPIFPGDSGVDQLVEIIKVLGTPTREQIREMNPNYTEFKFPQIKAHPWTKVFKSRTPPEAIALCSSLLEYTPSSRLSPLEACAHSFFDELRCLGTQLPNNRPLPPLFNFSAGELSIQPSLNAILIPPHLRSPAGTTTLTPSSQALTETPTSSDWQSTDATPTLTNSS
HSF1 inhib = HSF1 inhibitors in luciferase reporter cells, primary screen, cell-based, NIH3T3, luminescence. activity change, negative = inhibition, % at 7.5 µM (by protocol). 300,000 tested, 0.77% active. NIH3T3-HGL HSE-luciferase, MG132-induced, luminescence 8 h; stronger effect = lower value;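 active means more than half of replicate wells show activity change below -50%, luminescence cut by over half; inconclusive means some wells, but at most half, below -50%; inactive means no replicate well below -50%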;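 further: luciferase reports HSF-1 transcriptional activity via heat shock element; 0% = median of DMSO wells and -100% = zero luminescence signal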
HSF-1 act = HSF-1 activators, primary screen, NIH3T3-HGL cells, MG132 stress, luminescence, single point | NIH3T3-HGL HSF-1 luciferase reporter, 8 h; 100% = twice DMSO control signal | activation, % at 9 µM | 300,000 tested, 1.7% active | AID 504408, 2011;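 active means mean replicate activation of at least 50% with a set share of replicates each reaching 50%; inconclusive means only one of those two conditions met; inactive means mean below 50% and too few replicates reaching it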;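 further: 0% = median of the neutral control wells and 100% = twice that signal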
Active calls of the source: *; i = inactive; ? = inconclusive; . = no result given. A portion of the library; count on the stated rates, not on these rows.

SMILES	GSK3B inh	KLF5 inhibitor	aSyn UTR inh	IEC-6 cytotox	HSP90 inh	PolyA inh	AI-2 QS modul	GSK3A inh	HSF1 inhib	HSF-1 act
COc1ccc(/C=C(\C#N)c2c[nH]c3ccccc23)cc1	1.2	62.4*	43.0	86.1*	-2.3	i	17.9	1.6	29.5	69.3*
Cc1ccc(S(=O)(=O)NC(CC(=O)O)c2ccccc2)cc1 (stereo unspecified)	1.2	-4.6	8.1	0.1	-2.1	i	4.1	-3.3	-5.4	-8.4
CCOc1cc(/C=C(\C#N)C(=O)NCC2CCCO2)ccc1OCC(N)=O (stereo unspecified)	4.3	-1.3	22.3	3.7	-0.8	i	13.4	-1.8	.	.
Cc1cnc(C(=O)OCC(=O)NC2CCCCC2)cn1	-1.5	-0.5	3.1	-2.9	0.1	i	7.1	1.1	-0.4	0.8
CCN1C(=O)[C@@H]2[C@H](C1=O)[C@@H]1C(=O)Nc3ccccc3C(=O)N1[C@@H]2c1ccc(OC)cc1	-1.6	.	11.2	.	.	i	31.0	-5.4	-0.8	2.2
Cc1ccc(N2CC(C(=O)NCC3CCCO3)CC2=O)cc1Cl (stereo unspecified)	-0.6	24.1	9.0	3.4	5.9	i	29.1	-9.4	-10.0	-1.4
CC(C)CCNC(=O)c1ccc(CSCc2cccc(F)c2)o1	2.9	4.9	17.4	-2.6	3.2	i	-10.7	-5.4	6.4	13.7
Cc1ccc(OCC(=O)N/N=C/c2ccc3c(c2)OCO3)cc1C	-0.6	-0.5	-10.4	-11.5	-3.8	i	18.6	.	1.6	6.4
CCN(CC)CCNC(=O)c1ccc(Cl)c(S(=O)(=O)N2CCCCCC2)c1	4.1	-29.4	-0.4	0.7	0.3	i	11.4	-1.7	2.8	-4.4
COCCCNC(=O)c1cn(Cc2c(F)cccc2Cl)nn1	-1.9	-32.4	-6.1	0.3	5.3	i	5.9	-0.7	-8.4	1.0
COc1ccc(NC(=O)c2cc(F)c(F)cc2Cl)cc1Cl	0.7	-32.7	-92.9	5.4	-0.5	i	10.3	-2.2	8.8	28.4
Cc1cc2c(s1)c1cnn(CC(=O)NCCc3ccccc3)c(=O)c1n2C	1.0	-10.0	-12.7	-1.8	-2.1	i	44.8	-1.4	-0.1	-5.0
O=C(Nc1ccccc1)N1CCN(Cc2ccccc2)CC1	1.7	-30.6	-42.9	-6.3	-0.3	i	-3.7	1.5	6.9	-12.0
CC(C)(C)c1nnc2sc(SCC(=O)N3CCCc4ccccc43)nn2c1=O	0.3	-5.5	-14.3	3.1	0.6	i	-9.0	2.9	-2.3	-8.9
O=C(c1ccc(COc2ccccc2Cl)o1)N1CCN(c2ccccc2)CC1	6.4	-38.5	22.5	-0.2	0.6	i	12.5	-1.2	2.0	12.8
CC(C)(C)NS(=O)(=O)c1ccc(C(=O)Nc2ccc3c(c2)OCO3)cc1	2.0	-14.6	-10.3	5.0	-1.8	i	3.3	-4.5	7.4	24.0
CCOC(=O)C1CCCCN1C(=O)CCn1nnnc1CN1CCOCC1 (stereo unspecified)	-0.4	-31.2	7.3	0.8	-3.8	i	8.0	-2.7	-2.3	7.3
CCN(CC)S(=O)(=O)c1cccc(C(=O)OCc2cc(=O)n3nc(C)sc3n2)c1	2.2	-3.5	25.9	3.2	-2.9	i	24.6	-0.2	-7.9	0.5
Cc1ccnc(N2CCCC(C(=O)Nc3cccc(C)c3C)C2)n1 (stereo unspecified)	1.1	1.4	22.7	1.6	1.9	i	8.6	-3.7	0.4	3.5
COc1ccc(CCC(=O)Nc2cc(Cl)ccc2OC)cc1	1.0	-15.2	20.1	1.4	5.9	i	41.6	-0.7	8.5	-1.7
Cc1ccc2oc(C(=O)N(Cc3nccn3C)C(C)C)c(C)c2c1	2.5	-27.8	-0.4	2.2	-2.8	i	2.7	-0.7	1.1	-5.5
CCOc1ccccc1C1c2[nH]c3ccccc3c2C[C@H]2C(=O)N(C3CC3)CC(=O)N12 (stereo partly specified)	0.6	-6.8	22.6	3.2	-1.2	i	11.6	0.0	-0.8	1.0
C=CCc1c(C)nc(SCC(=C)C)[nH]c1=O	-1.1	6.8	14.9	0.6	-4.3	i	3.0	-6.2	5.0	-17.4
CCC(=O)N1c2ccc(S(=O)(=O)NCCc3ccc(OC)c(OC)c3)cc2CC1C (stereo unspecified)	-1.1	1.9	-35.0	-2.2	-2.6	i	18.2	5.8	4.3	17.0
O=C(Nc1ccc2c(c1)OCCO2)C1CCN(c2ncccn2)CC1	-6.3	-41.7	-53.5	-9.1	-1.9	i	13.6	-2.4	.	.
O=c1oc2ccccc2n1CCCOc1ccccc1	1.1	-40.9	-73.0	9.0	-4.5	i	13.0	-0.1	19.5	48.9
CSCCC(=O)N(C)CC1CCCN(CCc2cccc(C(F)(F)F)c2)C1 (stereo unspecified)	-1.1	10.8	4.8	-1.2	-3.3	i	18.2	-2.3	-1.0	28.7
COc1ccc(NS(=O)(=O)c2cc3c(cc2C)N(C)CCO3)c(OC)c1	1.1	-37.0	22.5	4.6	1.9	i	15.2	-2.0	2.9	11.7
COc1cccc(CC(NC(C)=O)C(=O)NC2CCN(S(=O)(=O)c3cccc4ccccc34)CC2)c1 (stereo unspecified)	3.4	-28.8	-9.7	-1.8	-1.0	i	-1.7	-3.7	3.3	-17.8
CNC(=S)N/N=C(\C)c1ccc2c(c1)OCO2	0.0	-26.6	-2.9	-4.0	1.9	i	15.0	-2.3	5.4	6.3
CCNC(=O)N1CCC(c2nc3ccccc3s2)CC1	-5.1	6.7	-15.0	6.6	10.0	i	-1.8	-1.8	-2.8	-2.3
Cc1ncoc1C(=O)N1CCCC(N2CCN(c3ccccc3F)CC2)C1 (stereo unspecified)	0.1	-14.4	13.1	-6.6	-0.4	i	6.2	-1.7	-9.3	7.6
Cn1ncc(N=Cc2ccccc2[N+](=O)[O-])c1C(N)=O	-2.4	-13.2	-3.1	-1.5	-1.9	i	7.7	6.6	-0.2	17.9
CCC(C)(C)n1nnnc1CN1CCC(NC(=O)c2ccccc2C)CC1	2.8	-9.1	8.5	-1.8	0.5	i	-9.3	-2.7	0.9	-8.3
CSc1ccccc1NC(=O)COC(=O)CCc1ccccc1	.	5.9	-6.1	9.5	3.1	i	.	0.0	-1.1	22.9
CC(C)c1ccc(CN2CC(C(=O)O)CC2=O)cc1 (stereo unspecified)	2.4	-9.7	23.1	1.0	1.0	i	15.9	-2.0	-5.6	-12.6
COC(=O)c1cn(C)c2ccc(S(=O)(=O)N3CCCC3)cc2c1=O	-3.4	16.5	11.1	0.1	2.6	i	0.0	0.8	-3.2	13.6
CC(C)CCn1c(SCCc2ccccc2)nc2c1c(=O)[nH]c(=O)n2C	2.8	14.3	?	-7.0	3.0	i	15.0	-1.6	7.6	-3.3
COc1ccc(C2=NOC(COc3ccc4c(C)cc(=O)oc4c3)C2)c(OC)c1 (stereo unspecified)	-0.2	48.5	82.6*	60.5*	3.9	i	40.0	1.9	-10.1	-1.1
O=C(Nc1cccc(Cl)c1)Nc1nnc(CC2=CCCCC2)s1	1.2	-21.1	-5.4	-0.7	-6.0	i	8.4	.	-5.9	-4.8
COc1ccc2ccccc2c1C1NC(=O)NC(C)=C1[N+](=O)[O-] (stereo unspecified)	-1.7	-19.6	17.6	-2.7	-2.1	i	6.6	1.4	-2.6	0.8
COC(=O)C(C)N(C#N)c1nc(C)cc(C)n1 (stereo unspecified)	0.5	-14.5	3.6	0.2	1.0	i	5.9	-0.5	-0.6	5.4
O=C(NC1CC1)c1cc2c(F)cccc2s1	-0.4	-23.6	-35.9	-1.4	-1.5	i	23.3	1.0	5.7	12.1
O=C(C1CCCO1)N1CCc2ccccc21 (stereo unspecified)	-0.1	-6.4	-11.0	8.7	5.8	i	-6.1	-0.8	-7.9	-6.1
COc1ccc(NC(=O)CN2C(=O)COc3ccc(C)cc32)cc1	-1.3	-7.1	17.1	-0.4	2.7	i	34.2	1.4	0.0	-9.2
CCC(C)N1C(=O)S/C(=C/c2ccc3c(c2)n(C)c(=O)n3C)C1=O (stereo unspecified)	0.0	-31.8	-68.6	2.0	-0.1	i	13.3	-4.3	6.3	26.8
O=C(NCc1ccccc1)c1ncn[nH]1	0.3	-2.9	2.5	2.0	0.2	i	3.4	-1.1	-3.8	-21.6

In the list so far, these have fluorine.
SMILES	GSK3B inh	KLF5 inhibitor	aSyn UTR inh	IEC-6 cytotox	HSP90 inh	PolyA inh	AI-2 QS modul	GSK3A inh	HSF1 inhib	HSF-1 act
CC(C)CCNC(=O)c1ccc(CSCc2cccc(F)c2)o1	2.9	4.9	17.4	-2.6	3.2	i	-10.7	-5.4	6.4	13.7
COCCCNC(=O)c1cn(Cc2c(F)cccc2Cl)nn1	-1.9	-32.4	-6.1	0.3	5.3	i	5.9	-0.7	-8.4	1.0
COc1ccc(NC(=O)c2cc(F)c(F)cc2Cl)cc1Cl	0.7	-32.7	-92.9	5.4	-0.5	i	10.3	-2.2	8.8	28.4
CSCCC(=O)N(C)CC1CCCN(CCc2cccc(C(F)(F)F)c2)C1 (stereo unspecified)	-1.1	10.8	4.8	-1.2	-3.3	i	18.2	-2.3	-1.0	28.7
Cc1ncoc1C(=O)N1CCCC(N2CCN(c3ccccc3F)CC2)C1 (stereo unspecified)	0.1	-14.4	13.1	-6.6	-0.4	i	6.2	-1.7	-9.3	7.6
O=C(NC1CC1)c1cc2c(F)cccc2s1	-0.4	-23.6	-35.9	-1.4	-1.5	i	23.3	1.0	5.7	12.1
